# MrgX1 ag = agonists of human MrgX1 receptor, primary screen, HEK293 cells, Fluo-4 calcium flux; Mas-related G-protein coupled receptor member X1 (Homo sapiens), Q96LB2; Fluo-4 calcium fluorescence, agonist mode; hits give high values; B-score at 10 µM; actives 0.44% (n = 310,000); AID 588627, 2011;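 active = calcium response B-score plate-corrected fluorescence ratio at least 3 library SD, with starting fluorescence B-score inside 5 SD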
#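 Test system: HEK293 cells stably expressing human MrgX1 receptor; amount: 15,000 cells per well; doses: compound delivered in addition one of three; times: overnight plating before 1 h dye loading; detection: Fluo-4 NW calcium-flux fluorescence, kinetic read; read-out basis: B-scored fluorescence response ratio; controls: positive and negative controls per plate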
# MrgX1 antagonist = antagonists of human MrgX1 receptor, primary screen, HEK293 cells, Fluo-4 calcium flux; Mas-related G-protein coupled receptor member X1 (Homo sapiens), Q96LB2; BAM8-22 antagonism; hits give low values; B-score at 10 µM; actives 1.3% (n = 310,000); AID 588676, 2011;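 active = calcium-response B-score plate-corrected more than 3 library SD below zero, starting fluorescence within 5 deviations, no agonist response on first addition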;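 note: peak minus trough fluorescence over baseline after final BAM8-22 challenge near maximal dose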
# MrgX1 PAM = positive allosteric modulators of MrgX1, primary screen, HEK293 cells, Fluo-4 calcium flux | FDSS; hits give high values | actives 0.63% (n = 310,000) | B-score at 10 µM | Mas-related G-protein coupled receptor member X1 (Homo sapiens), Q96LB2;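 active = plate-corrected calcium response at least 3 library SD above typical, normal starting fluorescence, not activating the receptor alone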;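 note: compound read alongside a low EC10 to EC30 dose of BAM8-22 agonist; peak minus trough fluorescence over baseline measured at the second addition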
# SKKanGAS inh = S. pyogenes SKKanGAS growth inhibitors in kanamycin, primary screen, streptokinase expression inhibitor project, SKKanGAS strain, BacTiter-Glo luminescence. 6 h. inhibition, % at 7.5 µM. actives 1.3% (n = 300,000). AID 1662, 2009;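 active = mean replicate score, as percent of positive control median, at least 50; inconclusive = mean below 50 but one replicate at or above 50; inactive = mean and every replicate below 50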;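 note: strain carries kanamycin resistance gene driven by streptokinase promoter and grows in 40 µg/ml kanamycin; loss of luminescence reflects streptokinase promoter inhibition or plain growth inhibition; 0% = median of DMSO wells and 100% = positive control at its reference dose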
# TRPC6 inhibitor = mouse TRPC6 channel inhibitors, primary screen, cell-based, HEK293, membrane potential dye | Short transient receptor potential channel 6 (Mus musculus), Q61143 | ACh-evoked depolarization; hits give low values | B-score at 10 µM | actives 1.1% (n = 310,000);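 active = B-score under library mean minus 3 SD, initial fluorescence not abnormally high, positive integrated signal ratio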;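 note: B-score derived from integrated fluorescence ratio over the kinetic read; more negative B-score means stronger inhibition of depolarization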
# Platelet DG rel = inhibitors of platelet dense granule secretion, primary screen, cell-based, MLPCN, human platelets. human platelet-rich plasma, SFLLRN dense granule ATP release, luminescence. inhibition, %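 (compounds screened at 7.5 µM in platelet-rich plasma)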. actives 0.22% (n = 300,000);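 active = mean replicate score, as percent of positive control, at or above 50; inconclusive = mean below 50 but at least one replicate at or above 50; inactive = mean and every replicate below 50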
# HIF act = HIF pathway transcriptional activators, primary screen, cell-based, U2OS HRE-luciferase, luminescence; U2OS HRE-luciferase reporter; normalized: DMSO 0%, desferrioxamine 100%; activation, % at 7.5 µM (by protocol); actives 0.32% (n = 300,000); AID 1910, 2009;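 active = mean activation of at least 10% of the iron chelator positive control signal, with at least half of replicates also reaching 10%; inconclusive = mean and replicate majority disagree about reaching 10%; inactive = mean and most replicates under 10%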
# TRPC4 block = inhibitors of mouse TRPC4 channel, primary screen, Fluo4 calcium, HEK293 TRPC4beta/mu-opioid cells | actives 0.39% (n = 300,000) | DAMGO-evoked Fluo4 calcium flux; hits give low values | Short transient receptor potential channel 4 (Mus musculus), Q9QUQ5 | B-score at 10 µM | AID 2247, 2010;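 active = B-score over 3 SD under the library average, no early fluorescence shift, positive overall ratio signal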
# Target sequence (Q9QUQ5 whole entry, looked up): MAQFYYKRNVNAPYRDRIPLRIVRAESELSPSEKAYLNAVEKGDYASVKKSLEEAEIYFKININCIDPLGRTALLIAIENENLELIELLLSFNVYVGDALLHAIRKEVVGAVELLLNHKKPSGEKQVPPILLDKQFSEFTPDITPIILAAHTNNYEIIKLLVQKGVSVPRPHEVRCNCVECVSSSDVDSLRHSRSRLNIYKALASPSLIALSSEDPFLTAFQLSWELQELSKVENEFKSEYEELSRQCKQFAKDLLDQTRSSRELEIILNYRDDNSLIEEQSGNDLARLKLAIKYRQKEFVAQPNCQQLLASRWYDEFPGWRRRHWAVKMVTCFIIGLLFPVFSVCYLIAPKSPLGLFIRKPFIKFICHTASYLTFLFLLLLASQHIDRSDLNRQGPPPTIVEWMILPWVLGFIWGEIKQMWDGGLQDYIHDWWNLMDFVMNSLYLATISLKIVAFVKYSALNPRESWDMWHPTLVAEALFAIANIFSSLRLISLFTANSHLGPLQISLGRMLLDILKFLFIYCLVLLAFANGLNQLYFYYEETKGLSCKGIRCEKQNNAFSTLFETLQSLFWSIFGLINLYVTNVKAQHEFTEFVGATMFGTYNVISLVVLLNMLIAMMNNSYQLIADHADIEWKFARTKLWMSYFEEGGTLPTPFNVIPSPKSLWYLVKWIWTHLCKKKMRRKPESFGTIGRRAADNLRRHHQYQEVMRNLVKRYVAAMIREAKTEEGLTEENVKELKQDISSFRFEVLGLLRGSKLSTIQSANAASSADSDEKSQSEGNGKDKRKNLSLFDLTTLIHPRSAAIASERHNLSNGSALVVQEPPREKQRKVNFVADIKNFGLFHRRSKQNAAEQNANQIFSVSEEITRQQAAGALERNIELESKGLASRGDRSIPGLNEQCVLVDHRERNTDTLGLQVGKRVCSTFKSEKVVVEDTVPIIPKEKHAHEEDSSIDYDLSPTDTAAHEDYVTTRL
#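 Material: HEK293 cells with stable TRPC4beta plus mu-opioid receptor expression; probe or stimulus: DAMGO in two steps, submaximal then maximal; technique: Fluo4 calcium fluorescence by kinetic imaging, 5 s 1 Hz baseline; measure: integrated fluorescence ratio relative to baseline, converted to per-well B score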
# RGS4 act = RGS4 potentiators or activators, primary screen, cell-based, HEK293 M3R inducible RGS4, calcium flux | AID 463111, 2010 | B-score at 10 µM | carbachol calcium flux Fluo4; hits give low values | actives 0.92% (n = 310,000);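 active = B-score of the integrated calcium signal more than 4 SD below the library mean, with starting fluorescence not abnormally high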;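 note: negative B-score means reduced calcium response which marks RGS4 activation or potentiation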
#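 Assay system: Inducible-RGS4 HEK293 cells carrying M3 receptor | Schedule: Compound preincubation 20 min at room temperature before agonist | Signal: Kinetic calcium fluorescence imaging with Fluo4-AM dye, 2 µM | Read-out basis: B score from integrated fluorescence ratio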
# RGS4 inh = RGS4 inhibitors, primary screen, cell-based, HEK293 M3R inducible RGS4, calcium flux; B-score at 10 µM; actives 0.45% (n = 310,000); Fluo-4 calcium flux; hits give high values; triggered by carbachol at its EC20;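 active = B-score, a plate-corrected calcium signal, over three deviations above library mean, with baseline fluorescence within five deviations of library mean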;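 note: RGS4 expression induced by doxycycline in cells with stable M3 receptor; B-score is computed from the integrated fluorescence ratio over baseline after carbachol; higher B-score means a larger calcium signal and so more RGS4 inhibition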
# TRPC6 activator = mouse TRPC6 channel activators, primary screen, cell-based, HEK293, membrane potential dye; Short transient receptor potential channel 6 (Mus musculus), Q61143; HEK293-TRPC6 membrane potential dye fluorescence; hits give high values; B-score at 10 µM; actives 0.13% (n = 310,000);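 active = B-score of the integrated fluorescence ratio above library mean plus 3 SD, and starting fluorescence ratio within library mean plus 5 SD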;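 note: higher score means more depolarization so channel activation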
# An asterisk follows results filed as active; i = inactive; ? = inconclusive; . = not tested or not shown.
SMILES,MrgX1 ag,MrgX1 antagonist,MrgX1 PAM,SKKanGAS inh,TRPC6 inhibitor,Platelet DG rel,HIF act,TRPC4 block,RGS4 act,RGS4 inh,TRPC6 activator
CC(=O)c1ccc(N(CC(=O)NCC2CCCO2)C(=O)CCC(=O)Nc2cc(C)on2)cc1 (configuration not stated),i,i,i,-1,i,0,-0.3,i,i,i,i
CC1CCC2(CC1)NC(=O)c1ccccc1O2 (configuration not stated),i,i,i,1,i,-39,-0.2,i,i,i,i
Cc1ccccc1N=Cc1cc2c(cc1O)OC(N)=C(C#N)C2c1ccccc1 (configuration not stated),i,i,i,8,i,6,0.0,i,i,i,i
COc1ccc(NC(=S)/N=C(\N)Nc2nc(C)c3ccc(C)cc3n2)cc1,i,i,i,-2,i,16,-0.1,i,i,i,i
COc1ccc([N+](=O)[O-])cc1NC(=O)c1ccc(N(Cc2ccccc2Cl)S(C)(=O)=O)cc1,i,i,i,4,i,-4,-0.6,i,i,i,i
Cc1ccc(-c2nc3ccc(C(=O)O)cc3nc2-c2ccc(C)cc2)cc1,i,i,i,45,i,-3,0.2,i,i,i,i
COCOc1ccc(C=O)c(OCOC)c1,i,i,i,-1,i,0,-0.1,i,i,i,i
O=C(CSc1nnc(Cc2cc(=O)[nH]c(=O)[nH]2)n1-c1ccc(F)cc1)N1CCCCC1,i,i,i,8,i,-12,-0.3,i,i,i,i
COc1ccc(C(O)P(=O)(OC(C)C)OC(C)C)c(OC)c1 (configuration not stated),i,i,i,1,i,-10,-0.2,i,i,i,i
COCCCNC(=O)C1CC(=O)N(Cc2ccc(OC)cc2)C1 (configuration not stated),i,i,i,2,i,-1,-0.3,i,i,i,i
CCOC(=O)c1nn(-c2ccc(Cl)cc2)c2nnc(Cc3ccc(C)cc3)c(=O)n12,i,i,i,8,i,0,-1.8,i,i,i,i
COc1ccc(N(C)S(=O)(=O)c2cccc(C(=O)Nc3ccc(OC)nc3)c2)cc1,i,i,i,-5,i,1,-0.5,i,i,i,i
CC(C)Cn1c(N)c(C(=O)COC(=O)c2cc(C(F)(F)F)nc3c(C(F)(F)F)cccc23)c(=O)n(C)c1=O,i,i,i,23,i,-3,-0.2,i,i,i,i
N#CC(C(=O)OC1CCCCC1)c1nc2ccccc2nc1N1CCCCC1 (configuration not stated),.,.,.,36,i,-2,-0.2,i,i,i,i
CCOc1ccc(CNC(=S)Nc2ccccc2)cc1Cl,i,i,i,0,i,10,-11,i,i,i,i
CC(C(=O)O)n1nc2ccccc2n1 (configuration not stated),i,i,i,1,i,-2,-0.3,i,i,i,i
CC(C)CN(C(=O)CN1CCN(c2ccc(O)cc2)CC1)c1c(N)n(CC(C)C)c(=O)[nH]c1=O,i,i,i,17,i,-1,-0.3,i,i,i,i
Cc1cc(C(=O)NNC(=S)NC2CCCCC2)cs1,i,i,i,-3,i,15,1.1,i,i,i,i
CCCc1nc2ccccc2[nH]1,i,i,i,7,i,7,0.4,i,i,i,i
O=C(CSc1nc2ccccc2c(=O)n1CC1CCCCC1)N1CCOCC1,i,i,i,1,i,6,-0.9,i,i,i,i
Cc1nn(C)cc1C(C(=O)NC1CCCCC1)N(C(=O)c1cnccn1)c1ccc(Oc2ccccc2)cc1 (configuration not stated),i,i,i,4,i,2,-0.1,i,i,i,i
Cc1nn(C(C)C(=O)NCCc2ccccc2)c(=O)c2cc3occc3n12 (configuration not stated),i,i,i,3,i,4,0.0,i,i,i,i
Cc1ccc(C(C(=O)NC2CCCCC2)N(C(=O)c2csnn2)C2CCCC2)o1 (configuration not stated),i,i,i,3,i,-2,-0.3,i,i,i,i
O=C(Nc1ccc2c(c1)OCCO2)C1CCCN1S(=O)(=O)c1ccc(Cl)cc1 (configuration not stated),i,i,i,1,i,1,-0.6,i,i,i,i
N/C(=N\OC(=O)N1CCOCC1)c1ccc(Br)cc1,i,i,i,6,i,2,0.4,i,i,i,i
Cc1ccc(NC(=O)COC(=O)c2ccccc2Nc2ccccc2)cc1,i,i,i,1,i,-14,-0.4,i,i,i,i
COCCCNCCCOc1ccc(Cl)cc1C(C)(C)C,i,i,i,5,i,-1,-0.7,i,i,i,i
CCO[C@@H]1OC(C(=O)O)=C[C@H](c2coc3ccccc3c2=O)[C@H]1CCCO,i,i,i,-1,i,16,-0.2,i,i,i,i
CN(C)c1cc(-c2ccc([N+](=O)[O-])cc2)oc(=O)c1Cl,i,i,i,16,i,0,-0.5,i,i,i,i
O=C(c1cccc(N2CCCC2=O)c1)N1CCOCC1,i,i,i,0,i,-2,-0.5,i,i,i,i
COC(=O)CNC(=O)c1ccc(C)s1,i,i,i,0,i,3,1.8,i,i,i,i
CC(=O)c1c(C)[nH]c(C(=O)OCC(=O)N2CC(C)OC(C)C2)c1C (configuration not stated),i,i,i,6,i,9,0.1,i,i,i,i
CN(CC(=O)Nc1ccccc1C(F)(F)F)C(=O)c1cc(Cl)nc2ccccc12,i,i,i,-1,i,13,0.0,i,i,i,i
CC(=O)Nc1sc2c(c1C(c1ccccc1)N1CCOCC1)CCCC2 (configuration not stated),i,i,i,-1,i,-4,1.9,i,i,i,i
O=C(c1ccc(N2CCOCC2)c([N+](=O)[O-])c1)N1CCCC(C(F)(F)F)C1 (configuration not stated),i,i,i,-1,i,8,0.0,i,i,i,i
COc1ccc(CCNC(=O)CCN2C(=O)COc3ccccc32)cc1OC,i,i,i,2,i,2,-0.2,i,i,i,i
O=[N+]([O-])c1ccc(N2CCN(c3ccccc3)CC2)cc1,i,i,i,-1,i,-5,0.7,i,i,i,i
Cc1cc(NC(=O)CN2CCN(c3cccc(Cl)c3)CC2)no1,i,i,i,-7,i,3,0.0,i,i,i,i
CCCCc1nnc(SCC(=O)NC2CCCCC2)n1C,i,i,i,1,i,21,-0.3,i,i,i,i
Cc1cccc(C)c1NC(=O)C(Cl)=C(Cl)Cl,i,i,i,-5,i,-5,0.0,i,i,i,i
COc1ccc2[nH]c3nc(SCC(=O)NC4CC4)nnc3c2c1,i,i,i,9,i,0,0.5,i,i,i,i
O=C(NCc1ccccc1)c1ccc(Br)cc1Br,i,i,i,9,i,6,0.6,i,i,i,i
Cc1c(C(=O)OC(C)C)nnn1-c1nonc1N,i,i,i,-4,i,5,-0.2,i,i,i,i
CCOC(CNC(=O)c1ccc2c(c1)ncn2-c1ccccc1OC)OCC,i,i,i,0,i,-3,-1.9,i,i,i,i
Cc1noc(/C=C/N(C)C)c1S(=O)(=O)NC1CCCCC1,i,i,i,0,i,6,-0.3,i,i,i,i
CN(C)c1nc(-c2ccccc2)nnc1C(F)(F)F,i,i,i,-4,i,.,.,i,i,i,i
O=C(Cc1ccc([N+](=O)[O-])cc1)Nc1ccc(Br)cn1,i,i,i,3,i,-5,0.1,i,i,i,i
O=C(CNS(=O)(=O)c1ccccc1)NCC(=O)OCc1ccc(Br)cc1,i,i,i,-5,i,2,-0.4,i,i,i,i
COc1ccc2nc(SCC(=O)Nc3cc(C)on3)[nH]c2c1,i,i,i,3,i,3,0.1,i,i,i,i
O=C(Oc1ccc(Br)cc1C(=S)N1CCOCC1)c1cccc([N+](=O)[O-])c1,i,i,i,4,i,.,-0.5,i,i,i,i
CCCCNC(=O)CCSc1ccc(C)cc1,i,i,i,-4,i,10,-0.5,i,i,i,i
CCOc1ccc(CN2CCN(CCCc3ccccc3)C(CCO)C2)cc1 (configuration not stated),i,i,i,5,i,-3,0.4,i,i,i,i
Cc1c(C(=O)N2CCCCC2)c(S(=O)(=O)NCc2ccc(Cl)cc2)c(C)n1C,i,i,i,7,i,-32,-0.3,i,i,i,i
O=C(COC(=O)/C=C/c1ccc(Br)o1)NCCCN1CCCC1=O,i,i,i,?,i,0,0.9,i,i,i,i
CCOC(=O)c1csc(NC(=O)c2cccs2)n1,i,i,i,2,i,-18,4.5,i,i,i,i
CNS(=O)(=O)c1cccc(C(=O)OCC(=O)NC2CCCC2)c1,i,i,i,1,i,-1,-1.4,i,i,i,i
O=C(/C=C/c1ccco1)OCc1nnc(-c2ccccc2)o1,i,i,i,-7,i,7,0.4,i,i,i,i
NC(=O)C1CCN(C2CC(=O)NC2=O)CC1 (configuration not stated),i,i,i,1,i,9,-1.7,i,i,i,i
OC(CN=c1sc2ccccc2n1CC(O)COc1ccccc1)COc1ccccc1 (configuration not stated),i,i,i,?,i,-1,-0.1,i,-11*,i,i
CCOC(=O)c1c(C)[nH]c(C)c1C(=O)COC(=O)c1cc(OC)c(OC)cc1OC,i,i,i,.,i,6,0.5,i,i,i,i
COC/C=C/C1=CC2=CC(=O)C(C)(OC(=O)C3CCCC3)C(=O)C2=CO1 (configuration not stated),i,i,i,5,i,-3,-0.5,i,i,i,i
O=C(c1ccc(Br)cc1)N(c1ccccn1)C1CCCCC1,i,i,19*,-7,i,-3,0.2,i,i,i,i

# Some of the entries so far, with values under each structure:
# Order of values: MrgX1 ag, MrgX1 antagonist, MrgX1 PAM, SKKanGAS inh, TRPC6 inhibitor, Platelet DG rel, HIF act, TRPC4 block, RGS4 act, RGS4 inh, TRPC6 activator
O=C(CSc1nnc(Cc2cc(=O)[nH]c(=O)[nH]2)n1-c1ccc(F)cc1)N1CCCCC1
 : i, i, i, 8, i, -12, -0.3, i, i, i, i
COc1ccc(C(O)P(=O)(OC(C)C)OC(C)C)c(OC)c1 (configuration not stated)
 : i, i, i, 1, i, -10, -0.2, i, i, i, i

# Screens as filed in PubChem BioAssay.
